# IDE cell inh = human IDE inhibitors in live cells, primary screen, fluorescence polarization, HEK cells, FAbetaB substrate; FAbetaB cleavage; inhibition, % at 5.59 µM; actives 0.41% (n = 320,000); AID 434962, 2010;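 active means percent inhibition above the average of all tested compounds plus 3 SD, set per screening campaign, cut at about 16% in these data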;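 further: IDE supplied by intact live HEK cells; FP after avidin binding of uncleaved biotin substrate so inhibition keeps polarization high; 0% = DMSO wells and 100% = 60 µM reference IDE inhibitor Ii1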
# CHRM5 PAM = human M5 muscarinic receptor positive allosteric modulators, primary screen, CHO-K1 cells, Fluo-8 calcium fluorescence; Muscarinic acetylcholine receptor M5 (Homo sapiens), P08912; CHO-K1 hM5, ACh EC20 PAM; 0% = ACh EC20, 100% = ACh EC100; activation, % at 3 µM; actives 0.3% (n = 360,000);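 active means activation above the run cutoff, the mean activation of all test compounds plus 3 SD, cut at about 18% in these data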
# Target sequence (P08912 whole entry, looked up): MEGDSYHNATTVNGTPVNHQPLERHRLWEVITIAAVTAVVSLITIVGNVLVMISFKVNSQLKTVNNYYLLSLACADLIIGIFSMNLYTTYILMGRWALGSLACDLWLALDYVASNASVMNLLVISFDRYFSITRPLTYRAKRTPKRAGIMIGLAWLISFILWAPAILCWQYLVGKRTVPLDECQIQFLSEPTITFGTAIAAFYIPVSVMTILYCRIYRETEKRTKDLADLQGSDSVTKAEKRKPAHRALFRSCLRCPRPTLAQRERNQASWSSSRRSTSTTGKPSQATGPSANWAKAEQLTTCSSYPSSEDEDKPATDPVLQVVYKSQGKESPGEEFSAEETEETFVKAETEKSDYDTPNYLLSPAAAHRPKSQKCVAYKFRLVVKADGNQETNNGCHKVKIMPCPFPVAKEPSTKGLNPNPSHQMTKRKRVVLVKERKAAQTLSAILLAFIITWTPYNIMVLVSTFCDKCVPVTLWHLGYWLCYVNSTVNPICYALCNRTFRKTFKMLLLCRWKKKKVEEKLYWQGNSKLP
#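 system = human M5 receptor in CHO-K1 cells | compound = one concentration, 3 µM final (nominal) | schedule = Post-acetylcholine fluorescence recording 140 s | signal = Fluo-8 calcium dye fluorescence, kinetic read | benchmarks = low control EC20 acetylcholine (0%), high control EC100 acetylcholine (100%) | repeats = singlicate, one well per test compound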
# M5 ag = human M5 muscarinic receptor agonists, primary screen, CHO-K1 cells, Fluo-8 calcium fluorescence; AID 624037, 2012; actives 0.19% (n = 360,000); activation, % at 3 µM; CHO-K1 hM5 cells; 0% DMSO wells, 100% maximal acetylcholine response; Muscarinic acetylcholine receptor M5 (Homo sapiens), P08912;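 active means activation above the run's mean over test compounds plus 3 SD, cut at about 23% in these data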;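 further: signal is peak over basal fluorescence ratio across the kinetic read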
# CHRM4 agonist = human M4 muscarinic receptor agonists, primary screen, CHO-K1 cells, Fluo-8 calcium fluorescence; activation, % at 3 µM; CHO-K1 hM4/Gqi5; vehicle 0%, full acetylcholine response 100%; actives 0.14% (n = 360,000); AID 624127, 2012;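 active means activation above the run mean over all test wells plus 3 SD, cut at about 32% in these data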;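 further: peak over basal fluorescence ratio per well then scaled between controls; 0% = DMSO wells and 100% = acetylcholine at EC100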
# Target sequence (P08173 whole entry, looked up): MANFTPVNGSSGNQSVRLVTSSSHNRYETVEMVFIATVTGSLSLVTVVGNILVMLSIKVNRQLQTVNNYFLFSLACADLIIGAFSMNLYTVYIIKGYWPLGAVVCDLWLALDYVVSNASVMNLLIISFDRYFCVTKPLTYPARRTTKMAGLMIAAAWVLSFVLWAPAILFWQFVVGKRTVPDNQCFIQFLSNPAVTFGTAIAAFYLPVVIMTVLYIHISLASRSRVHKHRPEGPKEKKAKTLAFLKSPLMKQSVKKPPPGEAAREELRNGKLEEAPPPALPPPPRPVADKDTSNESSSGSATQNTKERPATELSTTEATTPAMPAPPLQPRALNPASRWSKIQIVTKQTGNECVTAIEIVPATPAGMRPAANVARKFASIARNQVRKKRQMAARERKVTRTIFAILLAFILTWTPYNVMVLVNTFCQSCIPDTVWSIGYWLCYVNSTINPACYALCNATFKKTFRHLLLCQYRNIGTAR
# CRFR2-BP antag = antagonists of CRF-BP/CRF-R2 complex, primary screen, cell-based, HEK293, calcium dye fluorescence, uHTS; CRF-induced calcium fluorescence; actives 0.59% (n = 350,000); inhibition, % at 11.8 µM;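 active means inhibition of the ligand-induced calcium signal above about 50% at the single tested concentration, limit read from the data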
# CHRM5 antagonist = human M5 muscarinic receptor antagonists, primary screen, CHO cells, Fluo-8 calcium fluorescence; Muscarinic acetylcholine receptor M5 (Homo sapiens), P08912; CHO-hM5 cells, ACh EC80; inhibition, % at 3 µM; actives 0.59% (n = 360,000); AID 624040, 2012;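 active means inhibition above a per-plate cutoff, the mean of that plate's test compounds plus 3 SD, cut at about 27% in these data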;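 further: 0% = acetylcholine EC80 with DMSO and 100% = DMSO without agonist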
# M4 PAM = human M4 muscarinic receptor positive allosteric modulators, primary screen, CHO-K1 cells, Fluo-8 calcium fluorescence. CHO-K1 hM4/Gqi5, ACh EC20; 0% = ACh EC20, 100% = maximal ACh. activation, % at 3 µM. actives 0.4% (n = 360,000). AID 624126, 2012;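 active means activation above its plate's cutoff, the mean activation of sample wells plus 3 SD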; further: some results filed as inactive read as strong as hits
# M4 antag = human M4 muscarinic receptor antagonists, primary screen, CHO cells, Fluo-8 calcium fluorescence; Muscarinic acetylcholine receptor M4 (Homo sapiens), P08173; CHO-hM4 cells, ACh EC80; inhibition, % at 3 µM; actives 0.73% (n = 360,000);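 active means inhibition above its plate's cutoff, the mean inhibition of sample wells plus 3 SD, cut at about 27% in these data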;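 further: 0% = acetylcholine EC80 with DMSO and 100% = DMSO without agonist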
# CRFBP-R2 agonist = agonists of CRF-BP/CRF-R2 complex, primary screen, cell-based, HEK293, calcium dye fluorescence, uHTS; CRF-binding protein / CRF receptor 2 complex (human); calcium dye fluorescence (FLIPR); percent of saturating CRF peptide response; activation, % at 13.2 µM; actives 0.46% (n = 350,000); AID 588473, 2011;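 active means activation of at least 50%, plus an integration ratio under a set limit after plate pattern correction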;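 further: plate controls were neutral control wells without compound for no effect and CRF at EC100 for full effect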
# The depositor's hits bear a star; . = no result given.
1) CCOc1ccc(C(C)NC(=O)Cc2ccccc2F)cc1OCC (stereo not given)
2) Cc1ccc(NC(=O)CSCc2ccco2)cc1
3) C=Cc1ccc(Cn2c(C)c(C(=O)NCc3ccc(Cl)c(Cl)c3)sc2=O)cc1
4) Cc1ccc(SCc2nc(N)nc(Nc3ccccc3C)n2)c(C)c1
5) Cc1ccccc1OCCn1cc(/C(N)=N/O)c2ccccc21
6) COc1ccc(C2C=C(c3ccccc3)Nc3ncnn32)cc1 (stereo not given)
7) CC(C)Cn1c(N)c(C(=O)CSc2ncnc3sc4c(c23)CCCC4)c(=O)n(C)c1=O
8) Cc1ccc(Nc2n[nH]c(=S)s2)cc1C
9) CCCC(=O)Nc1ccc2c(c1)C(=O)N(C)C[C@@H](OC)[C@H](C)CN(Cc1ccc(-c3ccccn3)cc1)[C@@H](C)CO2
10) Cc1ccc(S(=O)(=O)/N=C(/Nc2ccc(O)c(C(=O)O)c2)c2ccccc2)cc1
entry no.	1	2	3	4	5	6	7	8	9	10
IDE cell inh	4	-3	.	0	-1	2	5	.	.	0
CHRM5 PAM	9	6	-5	7	-2	-5	0	-1	4	-7
M5 ag	3	-2	2	-3	9	-2	2	-1	-2	-1
CHRM4 agonist	-1	0	1	-1	11	0	1	0	2	0
CRFR2-BP antag	9	-4	.	22	1	14	13	-7	.	8
CHRM5 antagonist	-1	-4	0	-6	-1	4	-4	4	-4	4
M4 PAM	0	-3	3	5	11	1	-1	2	-3	6
M4 antag	-2	3	-1	-9	4	-8	2	-5	4	11
CRFBP-R2 agonist	0.6	-1.6	.	-0.1	0.1	1.3	0.4	3.2	.	-0.8

# Looked up above:
# Under M5 ag, no. 5 has 9
# Under CHRM4 agonist, no. 3 has 1

# (listing goes on)
11) CCOC(=O)Nc1nc(-c2ccccc2)c(C(=O)c2ccc(Cl)cc2)s1
12) Cc1cc(CNC(=O)COc2ccc(C#N)cc2)c2ccccc2n1
13) N#Cc1cccc(NC(=O)CNc2cccc(S(=O)(=O)N3CCCC3)c2)c1
14) O=C(CSc1nnc(-c2cccs2)o1)OCc1ccccc1
15) CCCCC(=O)Nc1ccc(C(=O)N(CC)c2ccccc2C)cc1
16) CCCC(=O)N1CCC1(C)C(=O)NS(=O)(=O)c1ccc(C)cc1 (stereo not given)
17) Cc1cc(C)c(CN2CCN(C(=O)Cn3ccc(N)nc3=O)CC2)c(C)c1
18) CC(Oc1cc(F)ccc1[N+](=O)[O-])C(=O)Nc1ccc(S(=O)(=O)N2CCCC2)cc1 (stereo not given)
19) Cc1ccc2nc(CSc3nc(C)ccc3C#N)[nH]c2c1
20) Fc1ccccc1Cc1nnc2n1N=C(c1ccc(Cl)cc1)CS2
entry no.	11	12	13	14	15	16	17	18	19	20
IDE cell inh	8	-4	7	1	2	.	-1	-4	2	1
CHRM5 PAM	-2	-3	-6	-2	-2	0	-2	-2	-3	2
M5 ag	-6	2	4	0	2	0	-6	-5	-2	-1
CHRM4 agonist	-3	3	8	0	2	0	1	10	1	0
CRFR2-BP antag	12	6	-5	36	-21	.	4	-33	-62	15
CHRM5 antagonist	5	10	5	4	-16	-8	6	1	2	-2
M4 PAM	-6	-4	2	-7	3	1	13	-35	8	1
M4 antag	7	5	-9	2	-14	-10	-9	-14	-1	4
CRFBP-R2 agonist	-1.0	0.9	2.1	-0.2	-0.9	.	-1.7	-2.6	0.3	-0.8

21) CCc1cc2c(-c3ccccc3)cc(=O)oc2cc1OC(C)C(C)=O (stereo not given)
22) CCCc1cc(C(N)=O)c(NC(=O)c2ccoc2C)s1
23) CCCCN1C(=O)C(O)(CC(=O)c2ccccn2)c2ccccc21 (stereo not given)
24) CCOc1cc(C(=S)N2CCOCC2)cc(Br)c1OS(=O)(=O)c1ccccc1
25) Cc1ccc(Sc2c([N+](=O)[O-])c(C)nn2C)cc1
26) O=C(c1c(F)cccc1F)N1CCC(O)(c2cccnc2)CC1
27) COc1ccc(NC(=S)NC(=NS(=O)(=O)c2ccc(Cl)cc2)c2ccccc2)cc1
28) CC(=O)c1cccc(NC(=O)c2ccc(OC3CSC3)cc2)c1
29) CCOC(=O)C(Cc1ccccc1)C(=O)Nc1cccc2ccccc12 (stereo not given)
30) NS(=O)(=O)c1ccc(CCNC(=O)CN2CCCCC2)cc1
entry no.	21	22	23	24	25	26	27	28	29	30
IDE cell inh	2	-2	0	-4	6	0	-2	6	1	-1
CHRM5 PAM	-13	-2	8	-4	-33	-6	0	-8	-7	-8
M5 ag	-10	-1	-1	1	-20	-1	2	3	-4	-2
CHRM4 agonist	-1	1	2	1	0	1	0	7	6	0
CRFR2-BP antag	-5	-48	1	17	16	3	-6	-7	-13	2
CHRM5 antagonist	4	-2	-8	-13	28*	-2	6	6	2	12
M4 PAM	-10	10	13	4	-63	0	14	-5	-5	-3
M4 antag	12	-1	-3	-18	63*	-7	-8	3	-1	-9
CRFBP-R2 agonist	0.9	-1.3	-1.9	1.3	-0.5	-0.2	-3.2	-1.2	-0.7	4.5

31) Cc1ccc(-n2c(Cn3cnc4ccccc43)nnc2SCC(=O)O)cc1
32) CCCN(C(=O)CSc1nnc2ccccn12)C1CCS(=O)(=O)C1 (stereo not given)
33) Cc1ccc(CN(c2ccc(C(=O)Nc3ccc4c(c3)OCO4)cc2)S(C)(=O)=O)cc1
34) Cc1ccc2nc(-c3ccc(F)cc3)c(CC3CCCCC3)n2c1
35) O=C(NCc1n[nH]c(=S)n1Cc1ccccc1)c1ccccc1
36) Cc1ccc(CSCCNC(=O)c2ccc(Cl)c(S(=O)(=O)N3CCOCC3)c2)cc1
37) CC(C)c1csc2nc3n(c(=O)c12)CCCCC3
38) O=c1[nH]nnc2c1ncn2C1OC(CO)C(O)C1O (stereo not given)
39) COc1ccc(NC(=O)Cn2nnc(C(=O)NCc3ccc(C)cc3)c2N)cc1Cl
40) COc1ccc(NC(=O)NNC(=O)c2ccc3ccccc3c2O)cc1OC
entry no.	31	32	33	34	35	36	37	38	39	40
IDE cell inh	6	-2	0	.	6	7	4	.	-4	1
CHRM5 PAM	-2	6	3	-1	1	-20	-13	-4	3	-2
M5 ag	0	1	5	-2	-2	1	-18	4	-2	-1
CHRM4 agonist	1	0	10	-1	2	11	1	1	1	0
CRFR2-BP antag	-6	6	-54	.	2	-3	0	.	-3	10
CHRM5 antagonist	3	-4	6	2	3	10	6	-4	-2	3
M4 PAM	0	9	7	2	3	-17	-16	7	1	-1
M4 antag	5	-8	6	-4	-6	-8	-5	1	3	3
CRFBP-R2 agonist	-1.9	-0.5	5.4	.	-1.2	-0.2	0.1	.	2.8	-0.9

# Records above printed as active in CHRM5 antagonist:
25) Cc1ccc(Sc2c([N+](=O)[O-])c(C)nn2C)cc1
entry no.	25
IDE cell inh	6
CHRM5 PAM	-33
M5 ag	-20
CHRM4 agonist	0
CRFR2-BP antag	16
CHRM5 antagonist	28*
M4 PAM	-63
M4 antag	63*
CRFBP-R2 agonist	-0.5

# Further entries
41) CCCCNc1nc(-c2ccccc2)c(C(=O)OCC)cc1C#N
42) O=C(OCc1nc(-c2ccccc2)oc1COC(=O)c1ccco1)c1ccco1
43) Cc1ccc(-n2nnnc2SCC(=O)Nc2ncc(Cc3ccccc3Cl)s2)cc1
44) O=C(Cn1ccc2ccccc2c1=O)NCCC(=O)Nc1ccc(F)cc1F
45) Cn1c(N)c(C(=O)COC(=O)c2ccccc2C(F)(F)F)c(=O)n(C)c1=O
46) CCCCCSc1nc(C)c(CC(=O)O)c(=O)[nH]1
47) Cc1ccc(S(=O)(=O)N2CCCC2C(=O)NC2CCCCC2)cc1 (stereo not given)
48) CCOC(=O)C1CCCCN1S(=O)(=O)c1cc2c(cc1C)NC(=O)CO2 (stereo not given)
49) COc1ccc(NC(=O)CN(C)C(=O)c2cc3c(s2)CCC(C)C3)cc1 (stereo not given)
50) Cc1ccc(N(CC(O)CN2CCOCC2)S(=O)(=O)c2ccc([N+](=O)[O-])cc2)cc1 (stereo not given)
entry no.	41	42	43	44	45	46	47	48	49	50
IDE cell inh	6	-5	0	5	3	2	3	2	4	-4
CHRM5 PAM	-2	-2	-2	0	-5	6	-7	-9	-5	-1
M5 ag	-9	6	-1	-2	1	-2	-2	5	-4	-5
CHRM4 agonist	-2	14	0	2	3	0	2	5	0	1
CRFR2-BP antag	0	-8	7	-2	-1	-6	2	14	4	7
CHRM5 antagonist	-11	11	-4	-1	9	9	5	3	15	8
M4 PAM	15	2	0	7	-5	-1	-4	-4	0	2
M4 antag	-16	-8	-15	6	12	6	-2	0	-7	-17
CRFBP-R2 agonist	1.4	1.1	-0.5	-2.7	-1.0	-2.7	-1.4	-1.6	-0.7	-0.8

# Three entries out of the list above, sorted by the value under M5 ag, highest first:
cpd | smiles | M5 ag
50 | Cc1ccc(N(CC(O)CN2CCOCC2)S(=O)(=O)c2ccc([N+](=O)[O-])cc2)cc1 (stereo not given) | -5
11 | CCOC(=O)Nc1nc(-c2ccccc2)c(C(=O)c2ccc(Cl)cc2)s1 | -6
37 | CC(C)c1csc2nc3n(c(=O)c12)CCCCC3 | -18

# Next section
51) COc1cc2nc(NC(=O)c3ccccc3)sc(=O)c2cc1OC
52) CC1CCc2cc(F)ccc2N1S(=O)(=O)c1ccc(F)cc1 (stereo not given)
53) Cc1ccccc1-c1cnc(C(O)c2ccc(C(C)(C)C)cc2)[nH]1 (stereo not given)
54) COC(CNc1ccc([N+](=O)[O-])c(NCC(OC)OC)c1C#N)OC
55) CN(Cc1ccccc1)S(=O)(=O)c1ccc2c(c1)n(C)c(=O)c(=O)n2C
56) COc1ccccc1N1CCN(C(=O)c2ccc3nc(-c4ccco4)c(-c4ccco4)nc3c2)CC1
57) COc1cc(OC)cc(C(=O)NCc2ccc3c(c2)cc(C)n3C)c1
58) N#Cc1ccc(C(=O)Nc2ccc([N+](=O)[O-])cc2)c(F)c1
59) Cc1ccc(S(=O)(=O)N2CCN(Cc3nc4sc5c(c4c(=O)[nH]3)CCCC5)CC2)cc1
entry no.	51	52	53	54	55	56	57	58	59
IDE cell inh	.	-5	.	0	-3	4	0	-1	3
CHRM5 PAM	-6	-9	2	5	-1	-18	3	-8	4
M5 ag	-2	-2	1	5	1	0	-3	0	-2
CHRM4 agonist	2	-1	3	3	1	10	4	1	-1
CRFR2-BP antag	-21	1	.	2	6	-18	-1	3	-22
CHRM5 antagonist	16	3	4	0	4	16	2	-5	2
M4 PAM	-8	-5	3	-2	-6	-13	-6	-3	8
M4 antag	10	11	1	-3	10	22	2	-3	5
CRFBP-R2 agonist	-1.7	-0.3	.	-0.4	-0.1	-0.3	1.0	-1.4	4.2

# Compound activity as filed in PubChem.
